GAA spleen mod: inhibits or activates alpha-glucosidase in human spleen homogenate; P10253; human spleen homogenate, 4-MU-alpha-glucoside fluorescence; Potency, µM (doses to about 79.9 µM), for inactives: top-dose activity change, negative = inhibition, usual class: inhibitors; hit rate 0.006% among 240,000;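 further: 0% = enzyme with vehicle and -100% = no enzyme basal signal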
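Human spleen homogenate (1 ug) incubated with compounds and 1 mM 4-methylumbelliferyl-alpha-D-glucopyranoside in pH 5.0 citrate/phosphate buffer, 37 C, 40 min. Stopped at pH 10; 4-MU fluorescence (Ex 365/Em 440 nm); AC50 by Hill fit.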
RECQ1 inh: blocks DNA unwinding by human RECQ1. P46063. RECQ1 DNA unwinding, red fluorescence kinetic read. Potency, µM (top dose mostly 57.3 µM), for inactives: at the top dose activity, negative = inhibition, hits mostly inhibitors. hit rate 0.54% among 240,000;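 further: plate controls were vehicle for no effect and no enzyme for full effect; nearly all actives have a fitted effect of over 30% in size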
Target sequence (P46063 whole entry, looked up): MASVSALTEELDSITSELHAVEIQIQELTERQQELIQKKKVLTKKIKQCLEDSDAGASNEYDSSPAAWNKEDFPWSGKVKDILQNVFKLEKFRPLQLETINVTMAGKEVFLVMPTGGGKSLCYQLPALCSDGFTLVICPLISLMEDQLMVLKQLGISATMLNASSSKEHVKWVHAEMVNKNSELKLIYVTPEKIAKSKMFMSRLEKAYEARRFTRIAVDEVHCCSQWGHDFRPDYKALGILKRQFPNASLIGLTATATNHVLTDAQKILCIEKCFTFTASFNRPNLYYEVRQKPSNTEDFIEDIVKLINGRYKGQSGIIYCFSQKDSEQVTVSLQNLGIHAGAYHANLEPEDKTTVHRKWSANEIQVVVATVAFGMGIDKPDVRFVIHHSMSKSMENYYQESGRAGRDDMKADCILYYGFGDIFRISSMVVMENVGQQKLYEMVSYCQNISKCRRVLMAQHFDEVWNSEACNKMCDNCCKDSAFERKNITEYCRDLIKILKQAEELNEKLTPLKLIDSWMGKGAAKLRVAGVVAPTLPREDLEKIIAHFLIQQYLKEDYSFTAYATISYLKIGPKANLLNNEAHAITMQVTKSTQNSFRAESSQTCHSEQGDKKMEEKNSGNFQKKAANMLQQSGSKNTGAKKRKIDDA
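RECQ1T1 50 nM; forked duplex (20 bp + 30-nt ss tails) 200 nM, ATP 2 mM final; pH 8.0, 2 mM MgCl2, 2.5 ug/ml poly(dI-dC); 15 min compound preincubation; discontinuous kinetic read over 2 h at RT.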
GAA glycogen mod: GAA glycogen-cleavage inhibition or activation; P10253; recombinant GAA, glycogen substrate, Amplex Red glucose oxidase fluorescence; Potency, µM (titrated, usually from 76.4 µM), without a hit: top-dose activity change, negative = inhibition, most hits filed as inhibitors; hit rate 0.38% among 300,000; AID 2100;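 further: 0% = full enzyme reaction and -100% = no-enzyme basal signal; the screen sought inhibitors and activators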
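qHTS, 1536-well; enzyme 4 nM final; cpd up to 77 uM; substrate bovine liver glycogen 30 ug; 50 mM citrate/phosphate pH 5.0, 0.01% Tween-20; 37 C, 40 min; Amplex Red detection 45 min RT; Hill fit → AC50.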
TexasRed fluor: counter-screen for TRb-SRC2 inhibitors: fluorescence interference | TRb/SRC2 Texas Red total fluorescence interference | Potency, µM (highest dose often 106 µM), without a hit: at the highest dose fluorescence change, negative = quenching | hit rate 0.29% among 280,000; active means well fitted curve in either direction with a large enough effect; inconclusive means small, poorly fitted or top-dose-only effect
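Human TRb ligand-binding domain at 0.6 uM with 20 nM Texas Red SRC2 peptide in Tris buffer containing 1 uM T3 and 5% DMSO, incubated with compound 5 h at ambient temperature. Total fluorescence (555/632 nm) calculated as parallel + 2 × perpendicular.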
GoLoco inh red: RGS12 GoLoco-Gai1 interaction inhibition; Gai1:RGS12 GoLoco peptide FP, rhodamine, 10 min; Potency, µM (top dose mostly 61.6 µM), for inactives: top-dose activity, negative = inhibition, most hits filed as inhibitors; hit rate 0.44% among 230,000; active means well fitted inhibition curve with a large enough effect, not every such curve was filed as active; inactive means no such curve, though single readings can be large or run the other way; further: nearly all actives have a fitted effect of over 30% in size; many of its hits are not listed in these tables
GAA inh: alpha-glucosidase (human) inhibition; Potency, µM (titrated, usually from 76.9 µM), for the others: top-dose activity change, negative = inhibition, most hits filed as inhibitors; purified human GAA, 4-MU-alpha-glucoside fluorescence; hit rate 0.005% among 200,000;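 further: plate controls were uninhibited enzyme wells for no effect and no-enzyme background for full effect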
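Compounds are titrated up to 77 uM against 4 nM human enzyme. Substrate 4-methylumbelliferyl-alpha-D-pyranoside (400 uM) reacts 20 min at room temperature in pH 5.0 buffer; liberated 4-methylumbelliferone is read at 440 nm.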
TRb-SRC2 inh: inhibitors of human thyroid hormone receptor beta-SRC2 interaction. Potency, µM (highest dose often 106 µM), inactives show at the highest dose activity change, negative = inhibition, usual class: inhibitors. P10828. hit rate 0.065% among 280,000. TRbeta-SRC2 peptide binding, fluorescence polarization; receptor liganded with 1 µM T3;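 further: plate controls were bound peptide for no effect and peptide without receptor for full effect; nearly all actives have a fitted effect of over 50% in size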
Target sequence (P10828 whole entry, looked up): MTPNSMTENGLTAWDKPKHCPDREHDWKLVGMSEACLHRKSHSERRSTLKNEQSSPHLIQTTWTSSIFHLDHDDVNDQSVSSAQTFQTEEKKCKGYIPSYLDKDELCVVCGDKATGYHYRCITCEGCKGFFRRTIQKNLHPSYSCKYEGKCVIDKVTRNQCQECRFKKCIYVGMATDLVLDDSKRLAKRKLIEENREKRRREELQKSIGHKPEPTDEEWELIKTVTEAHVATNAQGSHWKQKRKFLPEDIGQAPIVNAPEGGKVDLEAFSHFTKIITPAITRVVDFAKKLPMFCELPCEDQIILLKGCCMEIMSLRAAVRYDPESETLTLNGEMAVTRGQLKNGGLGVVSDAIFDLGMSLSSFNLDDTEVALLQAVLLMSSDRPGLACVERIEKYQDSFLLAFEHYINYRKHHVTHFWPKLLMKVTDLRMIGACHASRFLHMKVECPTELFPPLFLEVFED
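Human TRb LBD (0.6 uM) plus Texas Red-labeled SRC2 peptide (20 nM), 1uM T3, 5% DMSO, 5 hr at ambient temperature. Decreased polarization (555/632 nm) flags inhibition; data normalized to free and bound peptide controls.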
L3MBTL1 block: L3MBTL1 (human) inhibition | Q9Y468 | AlphaScreen L3MBTL1–H3K9me1 peptide binding | Potency, µM (series often up to 57.1 µM), for the others: at the highest dose activity, negative = inhibition, usual class: inhibitors | hit rate 0.66% among 230,000 | AID 485360; further: nearly all actives have a fitted effect of over 60% in size
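Displacement of a biotinylated histone H3(1-15) peptide monomethylated at Lys9 (75 nM) from L3MBTL1 (50 nM) was measured by AlphaScreen after a 30 min room-temperature compound incubation; cefsulodin titration served as intraplate control.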
Active calls of the source: *; i = inactive; u = inconclusive; x = no result given; & = joins results of further samples; [ ] = dose if it differs, or a comment. Unless noted, the call rests on the fitted dose curve; in most records, active means well fitted curve in the direction sought with a large enough effect; inconclusive means small, poorly fitted or top-dose-only effect, or another doubt; inactive means no such curve, though single readings can be large; an effect the other way counts as inactive or inconclusive. Unless noted, on the % scale 0 is the no-effect control and ±100 the full control effect; potency means the concentration at half of the fitted maximal effect. This is a subset. The share of hits here may be higher or lower than overall.

Compound | GAA spleen mod | RECQ1 inh | GAA glycogen mod | TexasRed fluor | GoLoco inh red | GAA inh | TRb-SRC2 inh | L3MBTL1 block
COC(=O)c1ccc(C(NC(=O)OCc2ccccc2)/C(F)=C/[C@@H](C)C(=O)NCc2ccc(-c3ccccc3)cc2)cc1 (stereo partly drawn) | -6%&-3% | -2%&-4% | 4% | -1%&-4% | -13%&5% | 3% | -4%&2% | 7%
O=C(Nc1ccc(N2CCN(C(=O)c3cccs3)CC2)cc1)c1cccnc1 | 3% | i | -15% | -1% | 14% | 8% | 0% | -7%
CCOc1ccc(CCNC(=O)C2=C(C)C(=O)OC23CCC(C)CC3)cc1 (stereo not drawn) | -4% | -5% | 5% | -1% | 1% | -4% | 3% | 2%
COc1ccc(Oc2coc3cc(OC(=O)N4CCOCC4)ccc3c2=O)cc1 | -12% | -3% | 7% | -1% | -9% | -13% | -24% | -4%
NC(=O)c1ncn(C2OC(CO)C(O)C2O)c1N (stereo not drawn) | -10% | -2% | x | 0%&-2% | -3%&5% | x | -2%&2% | x
COC(=O)c1cc(Br)ccc1OC(=O)c1cccnc1 | 8% | i | 6% | -3% | 3% | 7% | -1% | -1%
COc1ccc(/C=C(/NC(=O)c2ccc(C)cc2)C(=O)NCC2CCCO2)cc1 (stereo not drawn) | x | -5% | 1% | 0% | 2% | -13% | -9% | 5%
CN(CC(=O)Nc1nc2ccccc2s1)S(=O)(=O)c1ccc(Cl)cc1 | -2% | -4% | -15% | 0% | 5% | -3% | 12% | x
O=C(O)P(=O)(O)O | -11% | i | x | 0% | 8% | x | 1% | x
CC1CCC(NC(=O)COc2ccc(C(=O)c3ccccc3)cc2)CC1 (stereo not drawn) | 1% | 0% | 4% | -1% | 200%[activator] | -12% | 1% | 10%
Cc1nc2cccc(C)n2c(=O)c1Cl | 3% | 13% | -3% | 1% | 10% | -4% | -1% | x
COc1ccccc1CC1(C)NC(=O)N(CC(=O)N2CC(C)OC(C)C2)C1=O (stereo not drawn) | -7% | 0% | -10% | 2% | -5% | 3% | -9% | 9%

(continued)
Compound | GAA spleen mod | RECQ1 inh | GAA glycogen mod | TexasRed fluor | GoLoco inh red | GAA inh | TRb-SRC2 inh | L3MBTL1 block
CC(OC(=O)CNC(=O)c1ccc2c(c1)OCO2)C(=O)NCCC1=CCCCC1 (stereo not drawn) | -3% | u | 4% | 1% | 12% | 0% | -6% | 4%
Cc1ccccc1N1C(=O)[C@@H]2Cc3ccccc3CN2C1=O | 0% | -7% | -22% | -2% | 4% | 3% | 3% | x
Cc1cccc2nc(CSc3nc4ccc([N+](=O)[O-])cc4[nH]3)cn12 | 2% | -6% | -5% | -1% | 5% | -11% | 9% | -5%
CCCCC(=O)Nc1ncc2c(n1)CC(C)(C)CC2=O | 1% | -1% | -7% | -1% | 8% | -6% | -2% | 3%
Cc1nnc(SCc2ccccc2C#N)n1-c1ccccc1 | 6% | i | 6% | 0% | -7% | -13% | 4% | 0%
CC(=O)Nc1ccc(S(=O)(=O)N(C)CC(=O)NC2=NCCS2)cc1 | -8% | i | 9% | -2% | -7% | 2% | -1% | -3%
CCCCN1C(=O)/C(=C2/C=CC=CN2C)SC1=S | -3% | i | -2% | 2% | 65%[activator] | -7% | 2% | x
Cc1nc(Cl)sc1C(=O)Nc1ccc(Cl)cc1 | -7% | -2% | 6% | 1% | -3% | -4% | 2% | 8%
COc1cc(Cl)c(C)cc1NC(=O)CCCn1c(=O)oc2ccccc21 | -3% | -2% | 7% | -3% | 18% | 4% | 4% | 15%
CCO/C(C)=N/n1c2nc3ccccc3nc2c2c(=O)n(Cc3ccccc3Cl)c(C)nc21 | -3% | -3% | 3% | -2% | 17% | 1% | 1% | 2%
COc1cc(OC)cc(-c2cc3nc(C)c(CCC(=O)O)c(C)n3n2)c1 | -1% | -8% | -19% | 2% | 18% | -1% | 0% | x
COc1ccc(S(=O)(=O)N2CC(C)N(S(=O)(=O)c3ccc(OC)cc3)CC2C)cc1 (stereo not drawn) | -7% | -13% | -11% | 3% | 7% | -4% | 0% | -2%

More entries:
Compound | GAA spleen mod | RECQ1 inh | GAA glycogen mod | TexasRed fluor | GoLoco inh red | GAA inh | TRb-SRC2 inh | L3MBTL1 block
COC(=O)c1ccc(NC(=O)CCS(=O)(=O)c2ccc(Br)cc2)cc1 | 0% | u | 2% | 0%&-3% | 2% | -10% | 5%&-4% | x
CC(C)Cc1ccc(C(C)C(=O)N2CCOCC2)cc1 (stereo not drawn) | -6% | i | 4% | 0% | 6% | 7% | -7% | -2%
CC(C(=O)NCC1CCCO1)n1cccc1C(=O)c1ccccc1 (stereo not drawn) | -5% | -13% | 6% | -4% | 7% | 1% | -3% | 5%
COC(=O)Cc1[nH]nc2c1C1(CCSCC1)C(C#N)=C(N)O2 | 4% | 2% | -11% | -6% | 6% | -11% | -5% | -5%
O=C(NC1CCCCCCC1)c1cc(-c2ccccn2)nc2ccccc12 | x | i | 4% | -1% | 1% | -1% | 3% | -10%
Cc1ccc(-c2nn(CC(=O)N(C)C)c(=O)c3ccccc23)cc1S(=O)(=O)N(C)C | 5% | -1% | 15% | 2% | -5% | -7% | 1% | x
CCO[C@@H]1OC(C(=O)NCc2nc3ccccc3[nH]2)=C[C@H](C2CC2)[C@H]1CCCO | -3% | -16% | 0% | -4% | 7% | x | -5% | 16%
Cc1ccc(/C=N/Nc2nc(C)cc(C)n2)cc1 | 0% | -3% | -13% | 0% | 10% | x | 0% | -1%
CCS(=O)(=O)N1CCCC(C(=O)NC2CCCCC2)C1 (stereo not drawn) | -2% | -3% | 4% | -2% | 6% | 1% | 1% | 2%
O=C(O)c1cncc(C#CCC2CCCCC2)c1 | -4% | -6% | -7% | -6% | -18% | x | -7% | 69%[activator]
Cc1nc2ccc(NC(=O)c3sccc3C)cc2s1 | -1% | i | 3% | -3% | 6% | -13% | -17% | 15%
Cc1c(NC2=CC(=O)CC(C)(C)C2)ccc([N+](=O)[O-])c1C | 4% | 0% | 1% | -3% | 7% | -4% | 3% | -1%

Results in GAA glycogen mod and GoLoco inh red, for some of the entries so far:
canonical_smiles,GAA glycogen mod,GoLoco inh red
Cc1nc2ccc(NC(=O)c3sccc3C)cc2s1,3%,6%
CC(C(=O)NCC1CCCO1)n1cccc1C(=O)c1ccccc1 (stereo not drawn),6%,7%

Other entries follow:
Compound | GAA spleen mod | RECQ1 inh | GAA glycogen mod | TexasRed fluor | GoLoco inh red | GAA inh | TRb-SRC2 inh | L3MBTL1 block
Cc1ccc(Nc2nc(Cl)c(C=O)s2)cc1Cl | 3% | -18% | 5% | 1% | 142%[activator] | -6% | 3% | 18%
Cc1cc(C(=O)O)ccc1-c1ccc(CO)o1 | 4% | i | 12% | 1% | 9% | u | -5% | u
O=S(=O)(NCc1ccccc1)c1ccc(S(=O)(=O)N(Cc2ccccn2)Cc2ccco2)cc1 | 1% | 2% | -9% | -1% | 1% | -8% | 9% | -1%
CCn1c(-c2csc3c2CCCC3)n[nH]c1=S | 5% | -5% | -19% | -1% | 11% | 0% | -1% | -7%
COCc1cc(=O)n2[nH]c(C(C)(C)C)cc2n1 | -2% | 1% | 10% | 0% | 17% | x | -3% | 12%
Cn1cccc1C(=O)OCC(=O)Nc1ccc2c(c1)OCO2 | 0% | i | 2% | -2% | -2% | -11% | 8% | x
Cc1ccc(NCc2ccncc2)c(Br)c1 | -3% | 5% | -1% | -9% | 5% | -5% | -3% | u
COC(=O)NCC1(C)CC(NC(=O)OC)CC(C)(C)C1 (stereo not drawn) | 2% | -2% | -2% | -5% | -20% | -3% | -14% | -8%
COc1cc(OC)c2c(c1)C(=O)OC2OC (stereo not drawn) | 1% | i | 2% | -7% | -2% | x | 1% | x
O=C(c1ccncc1)N1CCN(C(=O)c2ccncc2)CC1 | -3% | i | -8% | -9% | -6% | -5% | 0% | x
C=CCOc1c(Br)cc(C2NC(=O)NC(C)=C2C(C)=O)cc1OCC (stereo not drawn) | -8% | i | 8% | -1% | 34%[activator] | -1% | -2% | -4%
C=CCOC(=O)C1=C[C@@H](c2coc3ccccc3c2=O)C[C@@H](OCc2ccc(CO)cc2)O1 | -10% | -2% | -12% | 1% | -12% | x | -6% | 4%

(cont.)
Compound | GAA spleen mod | RECQ1 inh | GAA glycogen mod | TexasRed fluor | GoLoco inh red | GAA inh | TRb-SRC2 inh | L3MBTL1 block
CC(c1ccco1)N(C(=O)c1ccccc1NS(=O)(=O)c1ccc(Cl)cc1)c1ccccn1 (stereo not drawn) | -3% | -12% | 3% | 6% | 4% | -3% | -1% | -8%
CCOC(=O)CSc1ncc(-c2cccc(Cl)c2)cn1 | -2% | -6% | 1% | 1% | 4% | -1% | 5% | 30%
O=C(Nc1ccc(Cl)cc1Cl)c1csc(-c2cccnc2)n1 | -3% | 0% | 3% | -1% | -11% | x | 8% | -7%
N#Cc1c(NC(=O)C2CC(c3ccccc3O)=NO2)sc2c1CCC2 (stereo not drawn) | -4% | -3% | -8% | -9% | -75% | -1% | 4% | 11%
Cc1ccc(-n2nc(C)c3c(C)c(CCC(=O)NC(C)c4ccccc4)c(C)nc32)cc1 (stereo not drawn) | 0% | -9% | 14%[76.3 µM] | -13%&-6% | 6% | 1% | -4%&-6% | x
Cc1c(/C(O)=C2\C(=O)C(=O)N(CCN(C)C)C2c2ccco2)cnn1-c1ccccc1 (stereo not drawn) | -2% | -6% | -8% | -1% | 2% | -2% | -7% | x
CCOc1cc(-c2c(C#N)c(N)nc3c2CCc2ccccc2-3)ccc1O | -1% | -6% | 1% | -10% | 4% | 0% | 4% | 4%
COc1cc2c(cc1OC)C(c1cccs1)N(C(=O)C(C)C)CC2 (stereo not drawn) | 0% | -3% | -15% | -1% | -3% | -6% | -3% | -4%
Cc1cc(-n2nc(C)cc2C)n2ncc(-c3ccccc3)c2n1 | -4% | 10% | -21% | -2% | -1% | u | 2% | 2%
Cc1ccc(NC(=O)CCS(=O)(=O)c2ccc3nc(C)sc3c2)cc1 | x | x | -6%&15%[76.3 µM] | -1% | x | x | -6% | 1%

High-throughput results deposited in PubChem BioAssay by National Center for Advancing Translational Sciences (NCATS).
